Screens deposited in PubChem by National Center for Advancing Translational Sciences (NCATS).
Tau FP inhib: blocks human tau fibril formation measured by polarization; K18 P301L tau heparin fibrillization, Alexa594 FP, 6 h; 280,000 tested, 0.39% active; AID 1468; Potency, µM (series often up to 57.7 µM), inactives show at the top dose activity, negative = inhibition, usual class: inhibitors; P10636; also: nearly all actives have a fitted effect of over 55% in size
Target sequence (P10636 561-689 P618L limits assumed): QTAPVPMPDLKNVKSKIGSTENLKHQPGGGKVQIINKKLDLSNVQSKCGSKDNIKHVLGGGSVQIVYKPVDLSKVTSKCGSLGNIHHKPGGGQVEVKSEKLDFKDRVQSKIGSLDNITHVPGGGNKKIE
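Recombinant K18 P301L […], labeled with Alexa 594 at 0.24 uM over 15 uM unlabeled; heparin inducer 20 uM final; 37 C, 6 hr; FP endpoint.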
Tau fluor cs: counter-screen for tau fibril formation inhibitors; tau K18 P301L Alexa594 fluorescence, heparin fibrillization; Potency, µM (top dose mostly 57.7 µM), inactives show top-dose activity change, negative = decrease; 280,000 tested, 0.93% active; AID 1463; also: nearly all actives have a fitted effect of over 55% in size
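Human tau K18 P301L (15 uM unlabeled, 0.24 uM Alexa 594-labeled) in 100 mM sodium acetate pH 7 with 20 uM heparin, 6 hr at 37 C. ThT 30 uM added, 1 hr ambient; Alexa 594 FP and total fluorescence read at 555/632 nm.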
TR SRC2 fluor cs: Texas Red fluorescence interference in TRb-SRC2 counter-screen | TRb/SRC2 Texas Red total fluorescence interference | Potency, µM (series often up to 106 µM), for inactives: at the top dose fluorescence change, negative = quenching | 280,000 tested, 0.29% active | AID 1479; active = well fitted curve in either direction with a large enough effect; inconclusive = small, poorly fitted or top-dose-only effect
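Flags fluorescent or light-absorbing compounds by total fluorescence, S + 2P, at 555 nm excitation and 632 nm emission. Mixture: 20 nM Texas Red SRC2 peptide, 0.6 uM human TRb LBD, 1 uM T3, 5% DMSO; compound exposure 5 h at ambient temperature.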
TRb SRC2 PPI: inhibitors of human thyroid hormone receptor beta-SRC2 interaction. P10828. TRbeta-SRC2 peptide binding, fluorescence polarization; receptor liganded with 1 µM T3. Potency, µM (series often up to 106 µM), for the others: at the top dose activity change, negative = inhibition, most hits filed as inhibitors. 280,000 tested, 0.065% active;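 also: plate controls were bound peptide for no effect and peptide without receptor for full effect; nearly all actives have a fitted effect of over 50% in size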
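Quantitative HTS by FP: 0.6 uM TRb LBD, 20 nM labeled SRC2 20-mer, 1 uM T3, 5% DMSO; 5 hr ambient incubation; % activity per concentration and potencies from concentration series.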
ALDH1A1 inh: inhibitors of human aldehyde dehydrogenase 1A1 | P00352 | Purified ALDH1A1, NADH fluorescence, propionaldehyde substrate | Potency, µM (highest dose often 75.3 µM), inactives show at the highest dose activity, negative = inhibition, usual class: inhibitors | 220,000 tested, 7.3% active; active = well fitted inhibition curve with a large enough effect, not every such curve was filed as active; inconclusive = small, poorly fitted or top-dose-only effect, or another doubt; inactive = no such curve, though single readings can be large or run the other way;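 also: plate controls were no enzyme wells and a reference inhibitor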
Tau ThT inhib: blocks human tau fibril formation measured by thioflavin T. AID 1460. Potency, µM (highest dose often 57.4 µM), for the others: top-dose activity, negative = inhibition, hits mostly inhibitors. recombinant tau K18 P301L, heparin-induced fibrillization, ThT fluorescence. 270,000 tested, 2.1% active. P10636; also: nearly all actives have a fitted effect of over 55% in size
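Fibril formation assay: tau K18 P301L at 15 uM with trace Alexa 594 label, heparin inducer 20 uM, pH 7 sodium acetate buffer, 37 C for 6 hr; endpoint ThT signal.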
aGal spleen mod: alpha-galactosidase A (human) modulation; P06280; human spleen homogenate, 4MU-alpha-Gal fluorescence, 40 min; AID 2107; 240,000 tested, 0.008% active; Potency, µM (doses to about 80 µM), without a hit: at the highest dose activity change, negative = inhibition, hits mostly inhibitors;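 also: 0% = enzyme with vehicle and -100% = no enzyme basal signal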
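Spleen homogenate 1 ug + cpd (titration) + 4-MU-alpha-D-galactopyranoside 1 mM; 37C 40 min; 50 mM citrate/phosphate pH 5.0, 0.01% Tween-20; stop pH 10; fluorescence 365/440; AC50 via Hill.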
L3MBTL1 inh: L3MBTL1 (human) inhibition | Q9Y468 | AID 485360 | 230,000 tested, 0.66% active | Potency, µM (highest dose often 57.1 µM), for inactives: at the top dose activity, negative = inhibition, usual class: inhibitors | AlphaScreen L3MBTL1–H3K9me1 peptide binding; also: nearly all actives have a fitted effect of over 60% in size
Target sequence (Q9Y468 whole entry, looked up): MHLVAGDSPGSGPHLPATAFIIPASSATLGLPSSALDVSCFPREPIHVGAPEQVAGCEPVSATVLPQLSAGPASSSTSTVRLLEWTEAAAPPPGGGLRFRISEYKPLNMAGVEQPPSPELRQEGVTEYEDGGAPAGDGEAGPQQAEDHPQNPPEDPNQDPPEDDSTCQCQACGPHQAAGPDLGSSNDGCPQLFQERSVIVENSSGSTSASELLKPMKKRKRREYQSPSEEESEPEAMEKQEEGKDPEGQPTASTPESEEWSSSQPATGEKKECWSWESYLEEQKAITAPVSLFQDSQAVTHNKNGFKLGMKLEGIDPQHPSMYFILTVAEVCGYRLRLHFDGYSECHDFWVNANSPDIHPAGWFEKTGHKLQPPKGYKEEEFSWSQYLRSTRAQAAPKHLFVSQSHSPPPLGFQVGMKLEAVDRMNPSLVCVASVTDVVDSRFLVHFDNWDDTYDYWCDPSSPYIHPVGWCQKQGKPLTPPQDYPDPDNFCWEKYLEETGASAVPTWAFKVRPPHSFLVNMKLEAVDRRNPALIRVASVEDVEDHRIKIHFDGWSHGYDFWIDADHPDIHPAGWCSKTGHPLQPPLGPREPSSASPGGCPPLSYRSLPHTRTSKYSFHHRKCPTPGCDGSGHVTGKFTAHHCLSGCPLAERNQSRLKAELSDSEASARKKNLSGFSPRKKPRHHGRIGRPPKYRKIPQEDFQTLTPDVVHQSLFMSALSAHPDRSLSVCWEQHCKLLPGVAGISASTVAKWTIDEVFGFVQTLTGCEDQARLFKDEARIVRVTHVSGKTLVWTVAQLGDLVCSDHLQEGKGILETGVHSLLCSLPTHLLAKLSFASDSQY
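AlphaScreen proximity signal between nickel-chelate acceptor and streptavidin donor beads (final 10 ug/mL) reports binding of 50 nM L3MBTL1 to 75 nM biotin-H3 K9me1 peptide; complex incubated with compounds 30 min at room temperature; cefsulodin titration as control.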
* hit, by the source's call; ? = inconclusive; . = no result given; [ ] = dose if it differs, or a comment. Unless noted, calls follow the shape of the dose curve; as a rule, active = well fitted curve in the direction sought with a large enough effect; inconclusive = small, poorly fitted or top-dose-only effect, or another doubt; inactive = no such curve, though single readings can be large; an effect the other way counts as inactive or inconclusive. Unless noted, % is scaled to controls: 0 for no effect and ±100 for the full control effect; potency is read from the fitted curve at half-maximal effect.

[1] Cc1ccc(SCc2noc(C(=O)NC(C)C)c2C(=O)O)cc1C
[2] Cc1cccn2c(=O)c3cc(C(=O)Nc4ccc(Cl)c(Cl)c4)sc3nc12
[3] Cc1scc(C(=O)N/N=C/c2ccco2)c1C
[4] Cc1cccc(N2C(=O)C(CC(=O)Nc3ccc(Cl)cc3)N(Cc3ccco3)C2=O)c1 (stereo not given)
[5] CCOc1ccc(NS(=O)(=O)c2ccc3[nH]cc(C(=O)NCc4ccco4)c(=O)c3c2)cc1
[6] CNC(=O)Cn1c(=O)n(C)c2ccccc21
[7] Cc1ccccc1C(=O)NC1CCSC1=O (stereo not given)
[8] COc1ccc(/C=C2\C(=O)NCC(=O)N2Cc2ccccc2)cc1

Assay by compound	1	2	3	4	5	6	7	8
Tau FP inhib	0%	-2%	0%	-6%	16µM*	-4%	4%	1%
Tau fluor cs	0%	-6%	4%	-17%	?	5%	-7%	-8%
TR SRC2 fluor cs	-4%	7%	2%	-1%	0%	-1%	-3%	-2%
TRb SRC2 PPI	-9%	2%	-3%	10%	1%	1%	2%	-11%
ALDH1A1 inh	?	.	-4%	.	.	0%	.	6%
Tau ThT inhib	0%	-6%	-4%	14%	10%	6%	-6%	-10%
aGal spleen mod	-12%	.	2%	.	.	-14%	0%	-4%
L3MBTL1 inh	8%	.	-2%	.	.	.	.	5%

[9] CCOC(=O)Nc1ccc(C)cc1C
[10] COc1ccc(N2CCN(C(=O)c3ccc(NC(=O)c4nsc5ccccc45)cc3)CC2)cc1
[11] NC(=O)CSc1nnc(-c2ccco2)n1N
[12] C=CCn1c(=O)c2ccccc2n2c(SCc3nc4ccccc4s3)nnc12
[13] COc1cc(NS(=O)(=O)c2ccc(NC(=O)CSC3=NCCS3)cc2)nc(OC)n1
[14] COC(=O)c1sccc1S(=O)(=O)N(CC(=O)Nc1ccc(C)c(F)c1)c1ccc(C)c(C)c1
[15] COc1ccc(-n2c(SC)nc(O)cc2=O)cc1
[16] Cc1cc(C)c2nc(Cl)c(Cl)nc2c1

Assay by compound	9	10	11	12	13	14	15	16
Tau FP inhib	5%	?	6%	-1%	-10%	-15%	-9%	-8%
Tau fluor cs	-10%	?	-11%	-12%	-12%	-27%	-8%	-6%
TR SRC2 fluor cs	-1%	0%	1%	1%	-4%	?	1%	-1%
TRb SRC2 PPI	-3%	7%	-2%	11%	-1%	2%	2%	-2%
ALDH1A1 inh	13%	.	21%	-3%	-1%	.	1%	-12%
Tau ThT inhib	-17%	?	-9%	-23%	?	4%	-12%	-12%
aGal spleen mod	1%	.	-2%	-5%	-19%	.	1%	6%
L3MBTL1 inh	.	.	.	.	-2%	.	5%	3%

The last 4 compounds of the section above come first, to join the parts.
[13] COc1cc(NS(=O)(=O)c2ccc(NC(=O)CSC3=NCCS3)cc2)nc(OC)n1
[14] COC(=O)c1sccc1S(=O)(=O)N(CC(=O)Nc1ccc(C)c(F)c1)c1ccc(C)c(C)c1
[15] COc1ccc(-n2c(SC)nc(O)cc2=O)cc1
[16] Cc1cc(C)c2nc(Cl)c(Cl)nc2c1
[17] Cc1cc(C)c(Cn2c(C)c(CNCCCc3ccccc3)c(C(=O)O)c2C)c(C)c1
[18] O=C(NC1CCCc2ccccc21)c1ccccc1 (stereo not given)
[19] COc1ccc2nc(N(Cc3cccnc3)C(=O)CCc3ccccc3)sc2c1
[20] COc1cc(C2c3c(-c4cc(C)ccc4O)n[nH]c3C(=O)N2Cc2cccnc2)cc(OC)c1OC (stereo not given)
[21] CN(Cc1cc2ccccc2[nH]c1=O)S(C)(=O)=O
[22] COc1ccc(Cc2nnc(NC(=O)C(C)C)s2)cc1
[23] CCn1c(CN2CCCCC2)nc2cc(NC(=O)c3cccc([N+](=O)[O-])c3)ccc21
[24] CC(C)c1ccc(S(=O)(=O)c2nnn3c2nc(NCc2cccs2)c2sccc23)cc1

Assay by compound	13	14	15	16	17	18	19	20	21	22	23	24
Tau FP inhib	-10%	-15%	-9%	-8%	-7%	2%	9%	2%	-3%	2%	10%	?
Tau fluor cs	-12%	-27%	-8%	-6%	1%	-10%	-15%	-4%	-2%	-10%	-11%	-6%
TR SRC2 fluor cs	-4%	?	1%	-1%	-3%	1%	0%	4%	0%	0%	0%	-1%
TRb SRC2 PPI	-1%	2%	2%	-2%	-10%	-3%	1%	-2%	1%	0%	-7%	9%
ALDH1A1 inh	-1%	.	1%	-12%	.	10%	.	.	5%	.	.	.
Tau ThT inhib	?	4%	-12%	-12%	-13%	-7%	-13%	5%	-1%	-9%	-2%	?
aGal spleen mod	-19%	.	1%	6%	.	-20%	.	.	8%	5%	.	.
L3MBTL1 inh	-2%	.	5%	3%	.	6%	.	.	-3%	-2%	.	.

Entries by screen from the entries so far:
Entries 20–24 in Tau fluor cs: -4%, -2%, -10%, -11%, -6%
Entries 20–24 in Tau FP inhib: 2%, -3%, 2%, 10%, ?

More entries:
[25] Cn1c(SCC(=O)N2CCc3ccccc32)nnc1C1CC1
[26] Cc1ccc(S(=O)(=O)N(C)C)cc1NC(=O)COC(=O)C1COc2ccccc2O1 (stereo not given)
[27] O=C(c1cccnc1)N1c2ccccc2Sc2ccccc21
[28] CN(C)c1ccc(-c2nnc3n(Cc4ccccc4)c(=O)c4ccccc4n23)cc1
[29] O=c1c2ccccc2nc(SCc2ccc([N+](=O)[O-])cc2)n1CCCO
[30] Cc1ccc2oc(=O)c(S(=O)(=O)c3ccc(C(C)(C)C)cc3)cc2c1
[31] O=C(CCC1CCCN(Cc2cccc3c2OCO3)C1)NCc1ccc(F)c(F)c1 (stereo not given)
[32] Cc1nnc(SCC(=O)N2CCCCC2)s1

Assay by compound	25	26	27	28	29	30	31	32
Tau FP inhib	-8%	-5%	-12%	-2%	4%	-1%	6%	0%
Tau fluor cs	0%	-4%	-4%	-18%	-24%	0%	6%	-7%
TR SRC2 fluor cs	-1%	-2%	-1%	-1%	-25%	-1%	-3%	1%
TRb SRC2 PPI	1%	1%	-19%	-14%	6%	0%	5%	4%
ALDH1A1 inh	-4%	-1%	4%	.	?	.	8%	-2%
Tau ThT inhib	-1%	-4%	-5%	0%	-17%	7%	3%	-7%
aGal spleen mod	3%	-4%	-13%	.	3%	.	5%	5%
L3MBTL1 inh	2%	11%	.	.	-16%	.	-2%	-1%

[33] Clc1cccc(-c2ccc(CNCCCN3CCOCC3)o2)c1
[34] CCc1nnc(NC(=O)CSc2nnc(CNc3ccc(C)cc3)n2C)s1
[35] COCCNC(=S)N/N=C(\C)c1ccc(O)cc1
[36] CCOc1ccc(-c2ccc(NS(=O)(=O)c3cc(C)c(C)cc3C)cc2)nn1
[37] COc1ccc(CC(=O)NCc2nc3cccnc3n2Cc2ccc(F)cc2)cc1OC
[38] O=C(O)CCC(NC(=O)C(Cc1ccc2c(c1)OCO2)NC(=O)c1ccccc1)C(=O)O (stereo not given)
[39] Cc1ccc(NC(=O)C(NS(=O)(=O)c2ccc3c(c2)CCC(=O)N3)c2ccccc2)cc1C (stereo not given)
[40] CC(Sc1nnc(COc2ccc([N+](=O)[O-])cc2)n1-c1ccccc1)C(=O)O (stereo not given)

Assay by compound	33	34	35	36	37	38	39	40
Tau FP inhib	2%	10%	3%	-1%	1%	4%	-7%	4%
Tau fluor cs	-6%	-8%	-9%	?	-9%	-5%	-21%	-6%
TR SRC2 fluor cs	-1%	-4%	?	-6%	-2%	-2%	-29%	0%[53 µM]
TRb SRC2 PPI	-1%	0%	-1%	-8%	-7%	1%	1%	5%[53 µM]
ALDH1A1 inh	28µM*	-3%	18%	.	.	7%	.	?
Tau ThT inhib	-20%	-4%	-8%	-17%	-2%	-6%	-20%	-6%
aGal spleen mod	-2%	-1%	-7%	.	.	-1%	.	-2%
L3MBTL1 inh	-11%	1%	5%	.	.	.	.	8%

[41] O=C(NCCc1ccccc1)c1cnn(-c2ccc(F)cc2)c1-n1cccc1
[42] COc1cccc(-c2nnc(-c3ccc(C(F)(F)F)cc3)o2)c1
[43] CCC(Sc1ccc2nnc(-c3ccc(F)cc3)n2n1)C(=O)OC (stereo not given)
[44] CCN(CC)CCNC(=O)c1cn(C)c2ccc(S(=O)(=O)N(C)C3CCCCC3)cc2c1=O
[45] Cc1cc(C)cc(-n2nnc(C(=O)NCc3ccco3)c2N)c1
[46] Cc1c(NC(=O)c2ccc(Cl)nc2)cccc1-c1nc2cccnc2s1
[47] Cc1ccc(NC(=O)/C(C#N)=C/c2ccc(C)s2)c(C)c1
[48] COC(=O)C1C(=O)c2c([nH]c(C(=O)OCCSC)c2C)CC1C (stereo not given)

Assay by compound	41	42	43	44	45	46	47	48
Tau FP inhib	-4%	6%	0%	-6%	0%	0%	1%	-6%
Tau fluor cs	-18%	-13%	1%	-3%	-9%	-5%	4%	-6%
TR SRC2 fluor cs	0%	-4%	-1%	0%	1%	-1%	?	1%
TRb SRC2 PPI	2%	-2%	-12%	3%	-23%	1%	?	-1%
ALDH1A1 inh	.	-6%	?	-15%	?	.	9%	?
Tau ThT inhib	?	-12%	-1%	-2%	-1%	.	15%	0%
aGal spleen mod	.	4%	1%	0%	-2%	0%	-9%	-2%
L3MBTL1 inh	.	18%	6%	.	-5%	.	.	.

[49] O=C(COc1ccccc1)N1CCN(S(=O)(=O)Cc2ccccc2)CC1
[50] Cc1cc(S(=O)(=O)n2ccnc2C(C)C)cc([N+](=O)[O-])c1C
[51] CCOCCCn1c(=NC(=O)c2ccc(OC)c(OC)c2)c(C#N)cc2c(=O)n3cccc(C)c3nc21
[52] CN(C)c1cc2c(Nc3ccc4c(cnn4Cc4ccccc4)c3)ncnc2cn1
[53] Cc1ccc(C(=O)Nc2ccccc2SCC2CSc3nc4ccccc4c(=O)n32)cc1 (stereo not given)

Assay by compound	49	50	51	52	53
Tau FP inhib	-2%	0%	-2%	5%	-1%
Tau fluor cs	-5%	-1%	-8%	7.1µM*[quencher]	2%
TR SRC2 fluor cs	1%	-21%	0%	-11%	1%
TRb SRC2 PPI	7%	5%	-4%	6%	3%
ALDH1A1 inh	-13%	.	?	?	6%
Tau ThT inhib	-9%	0%	-19%	?	-2%
aGal spleen mod	4%	.	8%	8%	0%
L3MBTL1 inh	-1%	.	.	.	1%
